Screens: PubChem BioAssay, National Center for Advancing Translational Sciences (NCATS)
CCT modulator = changes cytosolic chaperonin activity; activity change, % (concentration not given with the values), hits read low; purified chaperonin ATPase assay, HTRF ADP detection, 30 min; 360,000 compounds, 0.3% hits; in the data active means activity change below about -30%; further: on the % scale 0 is the no-effect control and ±100 the full control effect
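We incubate TRiC, 40 or 20 nM final, with library compounds at 76 uM and 10 uM ATP for 30 min at 37 °C. ADP formed is detected with Transcreener HTRF reagents after 30 min at room temperature.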
MmCpn inh = M. maripaludis TRiC chaperonin inhibition. purified Mm-Cpn ATPase, ADP Transcreener TR-FRET. Potency, µM (highest dose often 76.9 µM), for the others: top-dose activity, negative = inhibition, actives largely listed as inhibitors. 330,000 compounds, 0.031% hits; further: potency means the concentration at half of the fitted maximal effect; on the % scale 0 is the no-effect control and ±100 the full control effect; nearly all actives have a fitted effect of over 80% in size
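25 nM Mm-CPN + cpd, 10 min 37°C; + 10 uM ATP, 30 min 37°C; buffer 30 mM Tris pH 7.4, 100 mM KCl, 5 mM MgCl2, 1 mM DTT; Transcreener ADP HTRF detection 30 min RT.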
TGFb SMAD3 inh = inhibitors of TGF-b signaling; HepG2 CAGA-GFP TGF-b/SMAD3 reporter, GFP fluorescence, 18 h; TGF-beta stimulated, 500 pg/mL final; Potency, µM (highest dose often 46.1 µM), without a hit: at the top dose activity, negative = inhibition, actives largely listed as inhibitors; 410,000 compounds, 1.2% hits; AID 588855; further: potency means the concentration at half of the fitted maximal effect; on the % scale 0 is the no-effect control and ±100 the full control effect; nearly all actives have a fitted effect of over 65% in size
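HEPG2 CAGA-GFP cells (1000/well, DMEM with 1% FBS) were pre-incubated 2 h at 37 degrees C, given compound by pin tool, then stimulated with TGF-beta at 500 pg/mL final for 18 h before per-cell GFP fluorescence imaging.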
Abeta rescue = A-beta toxicity reversal in yeast; 410,000 compounds, 0.063% hits; Potency, µM (series often up to 46.1 µM), without a hit: top-dose growth rescue, actives largely listed as activators; AID 1347071; yeast expressing A-beta42, growth rescue, OD600, 48 h; response scale: 0% DMSO, 100% iron-clioquinol control; further: potency means the concentration at half of the fitted maximal effect; nearly all actives have a fitted effect of over 55% in size
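Growth rescue measured by 600 nm absorbance after 48 h yeast culture at 30 C with compound. Values normalized between DMSO and an equimolar ferric chloride plus clioquinol control.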
Nrf2 activator = activates Nrf2 signaling; AREc32 ARE-luciferase reporter (MCF7-derived line), luminescence, 24 h; Potency, µM (top dose mostly 46.1 µM), for the others: at the top dose activation, most hits filed as activators; 410,000 compounds, 0.31% hits; further: potency means the concentration at half of the fitted maximal effect; % of control where 0% means no effect; nearly all actives have a fitted effect of over 65% in size
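ARE-driven firefly luciferase activity in AREc32 cells measured after a 24 hr compound exposure at 37 deg C, using Steady-Glo reagent and a 30 min room-temperature hold.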
HepG2 viability = HepG2 cytotoxicity, counter-screen for TGF-b inhibitors; HepG2 CAGA-GFP viability, ATP luminescence, 18 h; Potency, µM (doses to about 46.1 µM), for the others: at the top dose activity change, negative = cytotoxicity, most hits filed as cytotoxic; 410,000 compounds, 0.76% hits; AID 588856; further: potency means the concentration at half of the fitted maximal effect; some results filed as inactive show a strong effect at the top dose
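HepG2 CAGA-GFP cells (1000/well, DMEM with 1% FBS) received compound, then TGF-beta at 500 pg/mL final, and were incubated 18 hours at 37 degrees C. Viability was read by CellTiter-Glo luminescence. Media-only wells were set as complete cell-killing and DMSO as no toxicity.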
Nrf2 block = inhibitors of Nrf2 signaling. Potency, µM (highest dose often 46 µM), inactives show at the highest dose activity change, negative = inhibition, most hits filed as inhibitors. A549 ARE-Fluc reporter, luciferase luminescence, 18-24 h. 360,000 compounds, 2.1% hits; further: potency means the concentration at half of the fitted maximal effect; on the % scale 0 is the no-effect control and ±100 the full control effect; nearly all actives have a fitted effect of over 60% in size
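A549 ARE_Fluc cells (5000/well, 5% FBS OPTI-MEM) pre-incubated 2 h, then treated with compounds 18-24 h at 37C/5% CO2 in concentration-response. CellTiter-Fluor viability read first; BugLite luciferase luminescence after 15 min at room temperature gives Nrf2 activity.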
A549 tox = kills or reduces viability of A549 cells in Nrf2 counter-screen | A549 ARE-Fluc cells, CellTiter-Fluor viability, 18-24 h | 390,000 compounds, 0.16% hits | Potency, µM (series often up to 46 µM), for the others: top-dose activity change, negative = cytotoxicity, usual class: inhibitors; further: potency means the concentration at half of the fitted maximal effect; on the % scale 0 is the no-effect control and ±100 the full control effect
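A549 ARE_Fluc cells in 5% FBS OPTI-MEM were exposed to compounds in concentration-response for 18-24 h at 37 deg C. Viability was read by CellTiter-Fluor fluorescence (Ex 405/Em 525) after 30 min, before the luciferase read.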
Akt phos inh = Akt phosphorylation inhibition; AID 651550; activity change, % for hits at 50 µM; 360,000 compounds, 0.32% hits; Neuro2A IGF-stimulated pAkt S473 HTRF, 20 min; stronger effect = lower value; in the data active means activity change below about -80%; inconclusive means mostly about -51% to -80%; further: on the % scale 0 is the no-effect control and ±100 the full control effect
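Single-point screen (50 µM final compound) in Neuro2A cells stimulated 20 min with 6 nM IGF at 37 deg C. After lysis, Ser473-phosphorylated Akt read by HTRF (ex 330 nm, em 615/665 nm) as the 665/615 ratio.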
* = called active by the depositor; i = inactive; ? = inconclusive; / = not tested or not shown; & = joins results of further samples; [ ] = dose if it differs, or a comment. Unless noted, the call rests on the fitted dose curve; in most records, active means well fitted curve in the direction sought with a large enough effect; inconclusive means small, poorly fitted or top-dose-only effect, or another doubt; inactive means no such curve, though single readings can be large; an effect the other way counts as inactive or inconclusive.

compound	CCT modulator	MmCpn inh	TGFb SMAD3 inh	Abeta rescue	Nrf2 activator	HepG2 viability	Nrf2 block	A549 tox	Akt phos inh
Cc1ccc(CN(C)S(=O)(=O)c2c(C)noc2/C=C/N(C)C)cc1	-1.5	-21.9%	?	-38.6%[inhibitor]	-0.9%	-18.9%	?	8.9%	i
CN1C(=O)N(CC(=O)Nc2nccs2)C(=O)C12CCCCC2	-0.4	0.9%	1.2%	4.0%	-0.5%	2.9%	-15.6%	0.5%	i
CCOC(=O)C1=C(C)N=c2s/c(=C\c3ccc(OCC(=O)O)cc3)c(=O)n2C1c1ccccc1 (centres undefined)	-0.9	-0.1%	-1.9%	-6.3%	3.7%	10.4%	-7.5%	-13.4%	i
O=C(NCc1ccccc1CN1CCCC1)c1ccc(Cl)c(N2CCCC2=O)c1	-0.2	1.6%	18.4%	-10.9%	-0.5%	-20.0%	5.6%	-0.5%	i
CCCOc1ccc(N2C(=O)CC(N3CCN(C(=O)c4ccco4)CC3)C2=O)cc1 (centres undefined)	2.0	0.9%	3.8%	10.5%	0.0%	6.0%	25.7%	14.6%	i
Cc1ccc(NC(=O)CN2C(=O)S/C(=C\c3cc(C)n(C)c3C)C2=O)cc1	2.7	1.8%	-1.9%	-0.8%	-0.2%	-0.9%	-11.2%	-3.1%	i
Cc1ccccc1-n1c2nc(=O)n(C)c(=O)c-2cc2ccccc21	0.4	-11.7%	-9.7%	-9.7%	0.6%	7.2%	-17.1%	2.8%	i
COC(=O)c1ccc(Cl)cc1NC(=O)N1CC=C(c2c[nH]c3ccccc23)CC1	/	/	80.8%[activator]	-20.7%	11.6%	-34.0%	-22.2%	-1.9%	/

Following part
compound	CCT modulator	MmCpn inh	TGFb SMAD3 inh	Abeta rescue	Nrf2 activator	HepG2 viability	Nrf2 block	A549 tox	Akt phos inh
O=C(CNC(=S)NC(=O)C1CCCCC1)c1ccccc1	-1.7	0.4%	?	-3.0%	2.0%	-28.5%	3.7%	10.8%	i
O=C(O)CC(NC(=O)CC(c1ccccc1)c1ccccc1)c1cccc([N+](=O)[O-])c1 (centres undefined)	-1.1	-0.8%	25.3%	4.3%	-1.1%	0.0%	-20.6%	0.0%	i
CN(CC(=O)Nc1cccc([N+](=O)[O-])c1)S(=O)(=O)c1ccccc1	0.5	-0.3%	-17.8%	9.6%	?	-11.0%	10.4%	8.0%	i
O=C(NC1CCCC1)c1cccc(Oc2ccccc2)c1	2.0	-2.3%	-2.3%	0.5%	4.5%	-27.3%	?	13.4%	i
CC1(C)OC(=O)C2=C(C[C@@H](CCOCc3ccccc3)O[C@H]2c2ccc(F)cc2)O1	0.2	/	-0.6%	4.2%	0.9%	-26.0%	/	/	i
Cc1ccc(C(=O)N2CCN(c3ccccc3Cl)CC2)cc1[N+](=O)[O-]	-2.3	-1.3%	2.2%	-74.8%[inhibitor]	0.2%	-10.6%	-7.8%	-2.1%	i
O=C(SCC(O)C(O)CS)c1cccs1 (centres undefined)	-0.3	-1.1%	16.4%	-12.1%	-0.9%	-4.9%	6.0%	0.9%	i
Cc1sc2ncn(CC(=O)N3CCCCC3)c(=O)c2c1C	-4.8	2.0%	-2.4%	-13.7%	-0.3%	-4.1%	1.8%	0.8%	i

The results go on.
compound	CCT modulator	MmCpn inh	TGFb SMAD3 inh	Abeta rescue	Nrf2 activator	HepG2 viability	Nrf2 block	A549 tox	Akt phos inh
Cc1cc(C)c2nc(N(Cc3cccnc3)C(=O)CCS(=O)(=O)c3ccccc3)sc2c1	/	/	?	1.0%	?	0.7%	-10.2%	-0.8%	/
O=C(COC(=O)/C=C/c1cccc([N+](=O)[O-])c1)NCCCN1CCCC1=O	-3.5	-5.6%	-11.0%	-6.6%	20.1%	-2.6%	-3.8%	-0.2%	i
Cc1cc(-c2ccc(C(C)C)c(S(=O)(=O)N3CCN(c4ccccn4)CC3)c2)on1	-3.2	-4.6%	-18.0%	/	-0.1%	10.5%	0.4%	1.4%	i
O=C(NCc1cccnc1)/C(=C/c1ccccc1)NC(=O)c1ccccc1	0.9	2.3%	15.1%	-2.2%	-0.2%	11.8%	?	0.5%	i
c1cncc(-c2nc(N3CCCCCC3)c3ccccc3n2)c1	-0.6	-4.8%	-12.2%	-0.6%	-0.8%	-20.6%	?	?	i
COc1ccc2oc3ccc(OC)cc3c(=O)c2c1	-2.0	1.8%	?	3.8%	5.2%	-19.3%	?	4.3%	i
CC(C)CN(CC(C)C)CC(O)Cn1cc(/C=C/C(=O)c2ccccc2)c2ccccc21 (centres undefined)	/	/	-11.6%	-7.0%	0.1%	-37.6%	13.9%	-14.2%	/
COc1cc2cc(OC(C)=O)c3cc4c(cc3c2c(OC)c1OC)OCO4	-1.2	/	/	-7.4%	-0.9%	/	/	/	i

Other results follow:
compound	CCT modulator	MmCpn inh	TGFb SMAD3 inh	Abeta rescue	Nrf2 activator	HepG2 viability	Nrf2 block	A549 tox	Akt phos inh
CSc1nnc(CCCCCCCCc2nnc(SC)o2)o1	-0.1	1.5%	-6.2%	-22.5%	0.2%	0.6%	13.3%	-2.2%	i
Cc1ccc(C)c(Cn2nc(-c3cc(C)ccc3C)ccc2=O)c1	-2.9	-1.8%	?	-16.9%&-7.9%	3.6%&3.4%	-43.4%&-82.5%	-16.3%&-23.1%	24.0%&-7.8%	i
CC(Sc1cccc[n+]1[O-])C(=O)NC1CCCCC1C (centres undefined)	-2.8	1.1%	7.7%	-6.6%	-0.6%	2.2%	-4.5%	13.5%	i
Cc1nonc1OCCNCc1c(C(=O)N(C)C)nc2ccc(Cl)cn12	1.5	-2.0%	?	6.9%	0.1%	5.2%	2.1%	-2.3%	i
Nc1nnc(SCC(=O)Nc2ccc(F)c(Cl)c2)n1-c1ccccc1	-5.7	1.1%	-1.9%	-11.5%	-0.5%	-17.7%	?	?	i
O=c1oc2ccccc2cc1-c1ccccc1	-2.2	2.5%	-1.1%	-10.6%	19.8%	-23.1%	?	11.3%	i
CNC(=O)c1cnc(-c2ccccc2)nc1-c1ccccc1	-5.3	-0.4%	-0.9%	-1.2%	4.0%	-1.5%	1.7%	10.2%	i
CCOC(=O)N1CCN(C(=O)Cn2nc(C)c3sc4ccccc4c3c2=O)CC1	2.6	-2.8%	?	10.1%	-0.5%	3.1%	-2.7%	-2.9%	i

(more compounds)
compound	CCT modulator	MmCpn inh	TGFb SMAD3 inh	Abeta rescue	Nrf2 activator	HepG2 viability	Nrf2 block	A549 tox	Akt phos inh
Clc1ccc(C(c2ccccc2)N2CCN(c3ccccn3)CC2)cc1 (centres undefined)	-2.9	0.6%	-4.6%	4.3%	-0.2%	-11.6%	0.4%	1.8%	i
COc1ccccc1NC(=O)C1CCN(C(=O)c2ccco2)CC1	-0.1	1.0%	-4.3%	-3.6%	-0.6%	-11.6%	-8.8%	-0.8%	i
Cc1cccc2c1cnn2C(=O)CCC(=O)NCc1ccc(F)cc1	0.0	0.8%	-0.6%	9.6%	-0.5%	-0.1%	8.3%	6.2%	i
COC(=O)c1scc(-c2ccc(C)cc2)c1S(=O)(=O)N1CCN(c2ccc(C(C)=O)cc2)CC1	/	/	?	-11.5%	6.2%	-36.2%	-27.0%	5.3%	/
O=C1c2ccccc2C(=O)N1OCc1ccccc1	-3.6	-2.8%	7.5%	16.1%	11.7%	-2.5%	26.8%	/	i
CC1CCC(NC(=O)c2ccc3c(c2)OCO3)CC1 (centres undefined)	-0.1	0.6%	0.2%	5.2%	-2.3%	-10.2%	?	-1.7%	i
COC(CNC(=O)C1CCCN(S(=O)(=O)c2ccc3c(c2)oc(=O)n3C)C1)OC (centres undefined)	-1.4	1.1%	10.5%	-7.7%	-0.5%	7.5%	-16.0%	-12.4%	i
CCc1ccc2nc(NC(=O)c3ccc(N4C(=O)CCC4=O)cc3)sc2c1	-0.7	-0.3%	1.2%	-7.2%	-0.1%	2.8%	?	-24.0%	i

Additional entries follow:
compound	CCT modulator	MmCpn inh	TGFb SMAD3 inh	Abeta rescue	Nrf2 activator	HepG2 viability	Nrf2 block	A549 tox	Akt phos inh
COc1ccc(-c2ccc(=O)n(CC(=O)NC3CCc4ccccc43)n2)cc1OC (centres undefined)	-1.1	0.0%	-0.7%	10.2%	-0.5%	-15.8%	?	-0.8%	i
CCc1cccc(CC)c1NC(=O)CCCSc1nc2ccccc2s1	-0.5	-1.8%	?	11.5%	0.2%[9.22 µM]	-15.1%	-20.0%	-1.3%	i
Cc1cc(SCC(=O)c2ccccc2)nc(SCC(=O)c2ccccc2)n1	-2.2	-0.8%	3.7%	-5.4%	0.1%	-18.9%	1.7%	4.6%	i
COC(=O)[C@H](C)NC(=O)NC1CCCc2ccccc21 (some centres undefined)	-5.9	1.7%	?	-9.2%	-0.2%	-25.6%	/	3.9%	/
COc1ccc(-c2csc(C(O)c3ccc(F)c(OC)c3)n2)cn1 (centres undefined)	-1.0	/	16.7%	-4.9%	4.3%	-15.3%	/	/	i
CC1CN(C(=O)c2ccccc2C(=O)c2ncc[nH]2)CC(C)O1 (centres undefined)	-3.8	0.1%	-0.1%	3.7%	0.0%	7.2%	-19.9%	-1.3%	i
O=C(NCC(=O)N1CCN(S(=O)(=O)c2c(F)cccc2F)CC1)c1ccccc1F	-1.0	0.8%	2.5%	-5.3%	-0.7%	7.3%	0.4%	-2.5%	i
Nc1nc2n(n1)C(c1ccco1)CC(c1ccc(Cl)cc1)N2 (centres undefined)	-2.2	1.1%	-1.7%	9.8%	-0.1%	-4.9%	?	-17.7%	i
CCCOC(=O)c1ccc(NC(=O)c2cccc(S(=O)(=O)N3CCN(C(C)=O)CC3)c2)cc1	0.9	0.8%	-1.8%	2.6%	9.3%	-2.2%	?	-13.1%	i
